Tau filament bind – binders of human tau filaments | P10636 | recombinant tau filaments, thioflavin S fluorescence, 15 h; filaments grown with octadecylsulfate alongside compound | Potency, µM (highest dose often 57.1 µM), for the others: at the top dose activity change, negative = inhibition | 71,000 compounds, 2% hits;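 note: potency is the fitted concentration of half-maximal effect; % is set by controls: 0 for no effect and ±100 for the full control effect; actives lower thioflavin S fluorescence by blocking filaments or displacing dye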
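Read-out: ThS fluorescence, 450 nm excitation/510 nm emission; lower signal marks blocked filament formation or displaced dye. Tau at 1 uM with 30 uM ODS, 10 uM ThS, 5 mM DTT, 100 mM NaCl, 10 mM HEPES pH 7.4; 15 h, 37 C.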
HEK293 cAMP cs – raises cAMP in parental HEK293 cells, TSHR agonist counter-screen; parental HEK293 CNG cAMP sensor, membrane potential fluorescence; Potency, µM (highest dose often 57.1 µM), without a hit: at the top dose activation, hits mostly activators; 73,000 compounds, 2.5% hits; AID 938; note: potency is the fitted concentration of half-maximal effect; % of control where 0% means no effect; nearly all actives have a fitted effect of over 55% in size
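Parental HEK 293 cells stably expressing a modified CNG channel (no TSHR) report cAMP rise as membrane depolarization. Membrane potential dye with 100 uM RO 20-1724 was loaded for 60 min at room temperature, then compound added for 30 min; fluorescence read at 590 nm.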
Casp7 inh – allosteric or competitive inhibitors of human caspase-7; P55210; recombinant caspase-7, Ac-DEVD-AFC fluorescence rate; Potency, µM (titrated, usually from 57.5 µM), inactives show top-dose activity change, negative = inhibition, actives largely listed as inhibitors; 75,000 compounds, 0.02% hits; AID 889; active = well fitted inhibition curve with a large enough effect in the main read-out, with a control signal flat, not every such curve was filed as active; inconclusive = small, poorly fitted or top-dose-only effect, or a change in a side signal; note: potency is the fitted concentration of half-maximal effect; % of control where 0% means no effect
USP2a inhib – inhibitors of human ubiquitin-specific protease USP2a | O75604 | USP2a enzymatic assay, qHTS inhibition | Potency, µM (highest dose often 38.3 µM), inactives show at the highest dose activity change, negative = inhibition, most hits filed as inhibitors | 60,000 compounds, 0.1% hits | AID 927;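 note: potency is the fitted concentration of half-maximal effect; nearly all actives have a fitted effect of over 60% in size; plate controls were DMSO for no effect and NEM full inhibition control for full effect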
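Inhibition is measured in a cell-free coupled assay with 20 nM USP2 core, 20 nM Ub-PLA2 and 20 uM NBD C6-HPC, 2.5 h incubation. Activity normalized to NEM control.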
BRCT PPI green – BRCA1 BRCT-phosphoprotein interaction inhibition | 75,000 compounds, 0.05% hits | BRCA1 BRCT-phosphopeptide binding, green fluorescence polarization | Potency, µM (series often up to 76.9 µM), for the others: top-dose activity change, negative = inhibition, actives largely listed as inhibitors | P38398;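 note: potency is the fitted concentration of half-maximal effect; plate controls were peptide without protein for full effect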
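Fluorescence polarization: His-tagged BRCT (~35 kDa BRCA1 C-terminus, 250 nM) bound to 100 nM fluorescein-labeled phosphorylated 10-aa BACH1 peptide, pH 7.3 phosphate buffer with DTT and Tween 20. Compounds incubated 12 min at room temperature; inhibition read as lowered polarization.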
BRCT PPI red – inhibitors of human BRCA1 BRCT-phosphoprotein interaction (red fluorophore); P38398; 75,000 compounds, 0.03% hits; BRCT-phosphopeptide binding, red fluorescence polarization; Potency, µM (highest dose often 76.9 µM), for the others: at the top dose activity change, negative = inhibition, hits mostly inhibitors; note: % is set by controls: 0 for no effect and ±100 for the full control effect
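Rhodamine-labelled pBACH1 10-mer (100 nM) bound to BRCT domain (100 nM) at pH 7.3; compounds incubated 12 min room temperature, polarization read. Free peptide defines full inhibition; unlabelled decapeptide titrated as control.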
DNA Pol III inh – inhibitors of bacterial DNA polymerase III holoenzyme. reconstituted DNA polymerase III holoenzyme replication, biochemical. Potency, µM (doses to about 57.1 µM), without a hit: top-dose activity change, negative = inhibition. 71,000 compounds, 0.25% hits. AID 603; note: potency is the fitted concentration of half-maximal effect; % is set by controls: 0 for no effect and ±100 for the full control effect
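Reconstituted *E. coli* holoenzyme (0.35 nM Pol III, 1 nM beta, 154 nM SSB, 2 nM primase) was preincubated with compound for 15 min at RT. Synthesis on 1.4 nM ssM13Gori ran 35 min, then was stopped with PicoGreen/EDTA and read as dsDNA fluorescence.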
HADH2 inhib – blocks human hydroxyacyl-CoA dehydrogenase type II | 73,000 compounds, 3.4% hits | recombinant HADH2, NADH fluorescence, beta-hydroxybutyryl-CoA | AID 886 | Potency, µM (titrated, usually from 57.1 µM), inactives show at the highest dose activity change, negative = inhibition, actives largely listed as inhibitors; note: potency is the fitted concentration of half-maximal effect; % is set by controls: 0 for no effect and ±100 for the full control effect; nearly all actives have a fitted effect of over 60% in size; many of its hits are not listed in these tables
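E. coli-expressed His-tagged HADH2 tested at 20 nM in alkaline Tris buffer (pH 9.0); oxidation of 90 uM beta-hydroxybutyryl-CoA with 1 mM NAD+ tracked fluorimetrically for 4 min.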
Casp1 inh – blocks human caspase-1 allosterically or competitively; P29466; Caspase-1 enzyme, Ac-WEHD-AFC fluorogenic rate; Potency, µM (highest dose often 57.5 µM), without a hit: top-dose activity change, negative = inhibition, actives largely listed as inhibitors; 75,000 compounds, 0.03% hits; AID 900;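 note: potency is the fitted concentration of half-maximal effect; plate controls were vehicle for no effect and no substrate for full effect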
Rhodamine autofl – rhodamine region autofluorescence; max dye-equivalent concentration, M; AID 594; 59,000 compounds, 0.05% hits; Rhodamine-region fluorescence, 547/598 nm, Tris buffer; hits give high values; in the data active = max dye-equivalent concentration above about 11 nM; inconclusive = between about 1.1 nM and that limit
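Compounds in 100 mM Tris buffer, pH 8.0, were incubated 15 min at room temperature, then read at 547 nm excitation and 598 nm emission. Fluorescence was normalized against a per-plate six-point rhodamine standard curve as dye-equivalent concentration.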
ALOX15 inhib – inhibitors of human 15-lipoxygenase (ALOX15) | 74,000 compounds, 1.4% hits | AID 887 | P16050 | Potency, µM (series often up to 57.1 µM), for inactives: top-dose activity change, negative = inhibition, hits mostly inhibitors | purified 15hLO-1, xylenol orange hydroperoxide absorbance; note: potency is the fitted concentration of half-maximal effect; % is set by controls: 0 for no effect and ±100 for the full control effect; nearly all actives have a fitted effect of over 55% in size
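Hydroperoxide formed from arachidonic acid (50 uM) by purified human 15hLO-1 (40 nM) oxidizes ferrous iron, and the ferric-xylenol orange complex is read at 573 versus 405 nm. Compounds were preincubated 15 min; reaction ran 6 min at room temperature.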
Numbers without * were called inactive; i = inactive; ? = inconclusive; · = not tested or not shown; [ ] = another dose, or the depositor's remark. Unless noted, calls come from the whole dose curve; as a rule, active = well fitted curve in the direction sought with a large enough effect; inconclusive = small, poorly fitted or top-dose-only effect, or another doubt; inactive = no such curve, though single readings can be large; an effect the other way counts as inactive or inconclusive. Some of the compounds tested; the hit share may differ from the screen's.

SMILES	Tau filament bind	HEK293 cAMP cs	Casp7 inh	USP2a inhib	BRCT PPI green	BRCT PPI red	DNA Pol III inh	HADH2 inhib	Casp1 inh	Rhodamine autofl	ALOX15 inhib
COc1ccccc1NC(=O)CSc1nnnn1-c1ccc2c(c1)OCO2	4%	9%	-3%	-1%	-0.9%	-0.1%	-2%	-1%	-1%	i	-15%
CC1CN(Cc2nc3c(c(=O)n(C)c(=O)n3C)n2CCCc2ccccc2)CC(C)O1 (stereo not drawn)	14%	22%	0%	5%	1.5%	-3.5%	10%	3%	-1%	i	14%
CC1CCN(C(=O)CSc2ccc(-c3ccc(F)cc3)nn2)CC1	0%	1%	-2%	12%	0.2%	-0.4%	-6%	-1%	1%	i	-7%
CCN(CC)CC(O)Cn1c2ccccc2c2ccccc21 (stereo not drawn)	-28%	29%	1%	2%	-3.7%	0.4%	-10%	0%	-2%	·	2%
COc1ccc(C(=O)N2CCC3(CCN(CC(C)C)CC3)CC2)cc1	8%	3%	-2%	10%	-1.4%	-0.2%	-13%	5%	-4%	i	5%
C/C=C(/C)C(=O)OC1Cc2c(ccc3ccc(=O)oc23)OC1(C)C (stereo not drawn)	·	·	2%	-1%	2.0%	0.2%	·	·	-1%	·	-12%
NCCSS(=O)(=O)CCN	4%[11.4 µM]	3%[11.4 µM]	2%[11.5 µM]	·	0.1%[15.4 µM]	0.3%[15.4 µM]	-6%[11.4 µM]	10%[11.4 µM]	-1%[11.5 µM]	i	21%[11.4 µM]
Cc1ccc(NC(=O)CSc2nnc(-c3cnccn3)n2Cc2ccco2)cc1	10%	-4%	-4%	14%	-0.1%	1.2%	1%	6%	-6%	i	4%
N#Cc1cc2c(nc1SCC(O)CS(=O)(=O)Cc1ccccc1)CCCC2 (stereo not drawn)	10%	20%	0%	8%	1.0%	0.7%	3%	-26%	0%	i	?
CC(NC(=O)NC1CCCCC1)C(c1cccs1)N1CCOCC1 (stereo not drawn)	3%	2%	-1%	·	-0.9%	0.0%	-4%	3%	2%	·	6%
CC(=O)Nc1ccc(S(=O)(=O)NC(CC(=O)O)c2ccc(OC(C)C)cc2)cc1 (stereo not drawn)	11%	-1%	1%	-3%	0.8%	-1.0%	-5%	-4%	2%	i	9%
CCOc1ccc(N=Cc2c(O)cc(C)oc2=O)cc1	-13%	?	-1%	·	-1.3%	-1.2%	4%	-19%	-9%	·	14%
CCS(=O)(=O)N1CCCC(C(=O)NCCCN(C)Cc2ccccc2)C1 (stereo not drawn)	1%	4%	1%	5%	0.0%	-0.4%	0%	-3%	0%	i	5%
COc1ccc(CN2CC(C(=O)NCCCN3CCN(Cc4ccccc4)CC3)CC2=O)cc1 (stereo not drawn)	15%	4%	-3%	6%	-0.8%	-0.7%	0%	1%	0%	i	8%
CCn1cc(C2Nc3ccccc3C(=O)N2O)c(C)n1 (stereo not drawn)	4%	3%	0%	4%	-0.6%	-2.2%	-1%	-3%	4%	i	1%
Clc1ccc(SCCCCn2cncn2)cc1	-5%	3%	-1%	-1%	1.3%	1.1%	-3%	1%	-1%	i	13%
CN(C)CCC[C@@H]1c2ccccc2Oc2ccc(C(F)(F)F)cc21	-12%[11.4 µM]	15%[11.4 µM]	-4%[11.5 µM]	·	1.7%[15.4 µM]	-1.4%[15.4 µM]	-11%[11.4 µM]	16%[11.4 µM]	0%[11.5 µM]	i	7%[11.4 µM]
Cc1nnc(Sc2nc3c(c(=O)n(C)c(=O)n3C)n2Cc2ccc(Cl)cc2)s1	-5%	18%	1%	1%	0.2%	0.5%	0%	12%	-1%	i	-2%
CCCCC(=O)N=c1sc2cc(S(C)(=O)=O)ccc2n1C	8%	?	-7%	5%	-0.5%	-1.6%	-1%	-5%	-1%	i	-5%
O=C(CN(C(=O)CCC(=O)Nc1nccs1)c1ccccc1F)NCC1CCCO1 (stereo not drawn)	-6%	6%	2%	·	-0.9%	-1.2%	-4%	-8%	-2%	i	7%
CNc1nc(-c2cccc(C#N)c2)nc2ccccc12	10%	-14%	-4%	22%	-0.8%	-1.6%	-8%	17%	-3%	i	0%
O=C(CCCc1nc(-c2ccc(Cl)cc2)no1)N1CCOCC1	6%	23%	0%	10%	-1.1%	0.5%	0%	12%	2%	i	3%
CC12CCC(C(=O)Nc3cccc(NC(=O)C45CCC(C)(C(=O)O4)C5(C)C)n3)(OC1=O)C2(C)C	8%	1%	0%	18%	-1.0%	-0.2%	-1%	24%	1%	i	3%
CCc1ccc(NC(=O)Cn2c(=O)n(CCCC(=O)NCc3ccco3)c(=O)c3ccccc32)cc1	i	25%	0%	-3%	-1.0%	2.0%	-1%	9%	1%	i	-2%
O=C(NCc1ccco1)c1cccc(NC(=O)c2ccccc2)c1	-4%	-2%	-5%	11%	-1.1%	-0.1%	4%	-2%	-3%	i	2%
SMILES	Tau filament bind	HEK293 cAMP cs	Casp7 inh	USP2a inhib	BRCT PPI green	BRCT PPI red	DNA Pol III inh	HADH2 inhib	Casp1 inh	Rhodamine autofl	ALOX15 inhib
CCN(CC)C(=O)N1c2ccccc2CC(N(CC)CC)c2ccccc21 (stereo not drawn)	-9%	?	-1%	5%	-2.0%	0.1%	-13%	14%	-1%	i	6%
CO/N=C1/[C@H]2O[C@@H]2[C@@H](O)[C@H]2[C@H]1CCn1c(=O)n(-c3ccccc3)c(=O)n12	·	-8%[11.4 µM]	-3%[11.5 µM]	·	-1.4%[15.4 µM]	1.8%[15.4 µM]	·	2%[11.4 µM]	1%[11.5 µM]	·	-17%[11.4 µM]
CCn1c(=O)cc(OCC(=O)N2CCCC2)c2ccccc21	4%	2%	2%	·	-0.5%	-0.8%	-8%	5%	-5%	·	0%
CC(NC(=O)C1C2C=CC(C2)C1C(=O)O)c1ccccc1 (stereo not drawn)	9%	1%	1%	-10%	-2.0%	0.4%	-6%	-2%	-2%	i	3%
COc1ccc(-n2ncc3c(NCC(C)C)ncnc32)cc1	·	4%	1%	·	-2.8%	0.2%	·	31%[activator]	-2%	·	-1%
CC1(C(=O)NC2CCCC2)CCC(=O)N1CCC1=CCCCC1 (stereo not drawn)	-14%	7%	-3%	7%	-0.8%	1.3%	-4%	7%	-2%	i	2%
CCCCCCNC(=O)CCNC(=O)c1cc(OC)c(OC)c(OC)c1	2%	-9%	0%	8%	-0.9%	1.3%	6%	7%	0%	i	7%

By substructure, the entries above containing an aryl thioether with sulfur outside any ring (6)
SMILES	Tau filament bind	HEK293 cAMP cs	Casp7 inh	USP2a inhib	BRCT PPI green	BRCT PPI red	DNA Pol III inh	HADH2 inhib	Casp1 inh	Rhodamine autofl	ALOX15 inhib
COc1ccccc1NC(=O)CSc1nnnn1-c1ccc2c(c1)OCO2	4%	9%	-3%	-1%	-0.9%	-0.1%	-2%	-1%	-1%	i	-15%
CC1CCN(C(=O)CSc2ccc(-c3ccc(F)cc3)nn2)CC1	0%	1%	-2%	12%	0.2%	-0.4%	-6%	-1%	1%	i	-7%
Cc1ccc(NC(=O)CSc2nnc(-c3cnccn3)n2Cc2ccco2)cc1	10%	-4%	-4%	14%	-0.1%	1.2%	1%	6%	-6%	i	4%
N#Cc1cc2c(nc1SCC(O)CS(=O)(=O)Cc1ccccc1)CCCC2 (stereo not drawn)	10%	20%	0%	8%	1.0%	0.7%	3%	-26%	0%	i	?
Clc1ccc(SCCCCn2cncn2)cc1	-5%	3%	-1%	-1%	1.3%	1.1%	-3%	1%	-1%	i	13%
Cc1nnc(Sc2nc3c(c(=O)n(C)c(=O)n3C)n2Cc2ccc(Cl)cc2)s1	-5%	18%	1%	1%	0.2%	0.5%	0%	12%	-1%	i	-2%

Screens from PubChem.
